Assay outcomes from PubChem.
Apaf1 inhib = inhibitors of human Apaf-1 apoptosome. reconstituted apoptosome caspase-3 activity, DEVD-Rh110 fluorescence. inhibition, % at 20 µM. actives 0.71% (n = 330,000). AID 489030; active means inhibition of at least 40% at 20 µM;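 further: plate controls were DMSO wells for no effect and DEVD-CHO caspase inhibitor wells for full effect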
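Material: reconstituted apoptosome with Apaf-1, cytochrome c, caspase-9, procaspase-3, dATP; medium: pH 7.5 Hepes buffer with CHAPS, BSA, DTT; also added: cytochrome c and DEVD-Rh110 substrate; timing: 30 min plus 50 min, RT; signal: Rh110 fluorescence intensity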
SENP6 block = SENP6 protease inhibition. Q9GZR1. Recombinant SENP6 catalytic domain, aminoluciferin luminescence. inhibition, % at 10 µM. actives 1.8% (n = 330,000). AID 2599;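 active means inhibition above about 50% at the single tested dose, limit read from the data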;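 further: plate controls were DMSO wells with enzyme for no effect and DMSO wells lacking enzyme for full effect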
Target sequence (Q9GZR1 628-1112 limits assumed): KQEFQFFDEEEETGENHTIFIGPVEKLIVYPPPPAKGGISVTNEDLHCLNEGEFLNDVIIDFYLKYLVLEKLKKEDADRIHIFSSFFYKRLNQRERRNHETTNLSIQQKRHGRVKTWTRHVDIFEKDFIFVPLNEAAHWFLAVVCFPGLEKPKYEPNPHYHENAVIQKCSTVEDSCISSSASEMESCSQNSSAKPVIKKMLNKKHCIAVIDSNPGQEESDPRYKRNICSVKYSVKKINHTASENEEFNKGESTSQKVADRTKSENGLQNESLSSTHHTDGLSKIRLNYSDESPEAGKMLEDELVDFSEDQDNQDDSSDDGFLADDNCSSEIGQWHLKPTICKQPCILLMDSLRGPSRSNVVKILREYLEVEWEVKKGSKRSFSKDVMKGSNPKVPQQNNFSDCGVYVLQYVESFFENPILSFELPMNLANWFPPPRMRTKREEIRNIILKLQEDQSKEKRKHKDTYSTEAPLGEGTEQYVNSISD
SENP8 block-1 = SENP8 protease inhibition | AID 2540 | inhibition, % at 10 µM | Q96LD8 | actives 1.2% (n = 330,000) | purified SENP8, Z-RLRGG-aminoluciferin cleavage, luminescence; in the data active means inhibition above about 50%
SENP7 inh = inhibitors of human SENP7 protease; Q9BQF6; recombinant SENP7, Z-RLRGG-aminoluciferin luminescence, 40 min; inhibition, % at 5 µM; actives 1.5% (n = 330,000);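 active means inhibition above about 50% at the single test dose, limit read from the data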;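 further: plate controls were DMSO with enzyme for no effect and no enzyme buffer wells for full effect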
SENP1 FRET inh = inhibitors of human SENP1 SUMO protease catalytic domain; recombinant SENP1 catalytic domain, CyPet-SUMO1-YPet FRET cleavage; inhibition, % at 10 µM; actives 0.21% (n = 360,000); AID 624204;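 active means inhibition at least 30% at 10 µM, raw YFP signal under a set limit, fluorescence ratio 0.5 to 1.5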;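 further: 0% = enzyme with DMSO and 100% = no enzyme wells; some results filed as inactive read as strong as hits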
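Test system: hSENP1 catalytic domain, recombinant; Amount: 20 pM final SENP1 enzyme; Medium: Tris pH 8 buffer plus EDTA, NaCl, BME, BSA, NP40, catalase; Schedule: 50 min enzyme reaction, room temperature, light-protected; Technique: FRET fluorescence in CFP and YFP emission channels; Controls: no-enzyme wells low, DMSO-plus-enzyme wells high control.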
SENP8 block-2 = blocks human SENP8 cleavage of Nedd8 substrate; actives 0.64% (n = 360,000); Q96LD8; AID 602440; recombinant SENP8, Nedd8 substrate fluorescence; inhibition, % at 20 µM; in the data active means inhibition mostly above about 40%, no sharp cut-off; inactive means mostly below about 27%
UBC13 inh = blocks human UBC13 polyubiquitin chain formation. P61088. TR-FRET. inhibition, % at 20 µM. actives 0.47% (n = 330,000). AID 485273; in the data active means inhibition above about 45%, passing the limit was not always enough
Target sequence (P61088 whole entry, looked up): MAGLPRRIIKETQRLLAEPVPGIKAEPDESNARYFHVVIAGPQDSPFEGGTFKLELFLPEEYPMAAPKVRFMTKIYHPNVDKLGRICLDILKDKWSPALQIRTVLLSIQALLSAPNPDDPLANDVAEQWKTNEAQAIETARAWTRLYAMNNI
A3G deaminase = blocks human APOBEC3G single-stranded DNA deamination. inhibition, % at 20 µM. AID 493012. actives 0.28% (n = 330,000). recombinant A3G, ssDNA deamination FAM/TAMRA fluorescence. Q9HC16;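 active means inhibition of at least 40% at 20 µM, with no more than 30% in the related APOBEC3A deaminase screen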;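 further: plate controls were DMSO wells with A3G for no effect and wells lacking A3G enzyme for full effect; some compounds called inactive have numbers as strong as hits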
Target sequence (Q9HC16 whole entry, looked up): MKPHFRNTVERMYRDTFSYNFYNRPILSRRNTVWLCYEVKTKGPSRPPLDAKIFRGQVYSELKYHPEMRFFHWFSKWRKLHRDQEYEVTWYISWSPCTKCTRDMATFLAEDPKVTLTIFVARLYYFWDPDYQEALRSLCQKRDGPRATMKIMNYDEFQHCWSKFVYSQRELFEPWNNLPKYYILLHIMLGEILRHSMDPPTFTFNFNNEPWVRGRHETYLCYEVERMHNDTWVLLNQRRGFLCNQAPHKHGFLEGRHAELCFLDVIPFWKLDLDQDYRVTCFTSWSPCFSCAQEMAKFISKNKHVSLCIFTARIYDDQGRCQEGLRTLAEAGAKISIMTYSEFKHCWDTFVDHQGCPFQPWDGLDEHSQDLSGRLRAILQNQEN
Starred values were filed as active, the others as inactive.

entry	mol	Apaf1 inhib	SENP6 block	SENP8 block-1	SENP7 inh	SENP1 FRET inh	SENP8 block-2	UBC13 inh	A3G deaminase
1	CCOC(=O)Cn1c(C)cc(COC)c(C#N)c1=O	-11	6	8	7	2	-293	4	-7
2	CCOC(=O)N1CCN(S(=O)(=O)N2CCCC(C(=O)NCCc3ccc(OC)c(OC)c3)C2)CC1 (stereo not drawn)	-4	1	-9	9	1	6	-1	-2
3	Cc1onc(-c2ccccc2Cl)c1C(=O)Nc1ccc(-c2nnc3n2CCCCC3)cc1	5	6	-2	2	2	9	2	0
4	O=C(c1ccc(Cl)s1)N1CCN(c2nc3ccccc3s2)CC1	17	-12	-7	-7	0	5	8	-7
5	COc1ccc(N2CCN(CNC(=O)c3ccccc3)CC2)cc1	-4	7	-2	-1	0	5	0	-4
6	CCOc1ccc(CSCCNC(=S)Nc2ccc(OC)cc2)cc1	15	-4	-6	0	1	3	10	15
7	C=C(C)CCC(C)N1CCC(n2nccc2NC(=O)CCCc2ccccc2)CC1 (stereo not drawn)	1	-2	-1	5	-22	13	11	-6
8	O=C(O)c1ccc2c(=O)n3c(nc2c1)/C(=C/c1ccc(Cl)c(Cl)c1)CC3	16	-13	1	-8	0	-317	2	-6
9	O=C(CCc1nc(-c2ccccc2F)no1)Nc1cccnc1	-8	-9	-4	11	1	4	-4	-4
10	O=Cc1c(N2CCOCC2)nc2ccccn2c1=O	-5	7	8	9	-1	5	1	0
11	NC(=O)CC(NC(=O)Cc1ccc(Cl)cc1)c1ccc(NCCc2ccccc2F)c([N+](=O)[O-])c1 (stereo not drawn)	21	7	11	-7	1	18	-14	3
12	O=C(CN1CCCC1)Nc1c2c(cc3c1CCC3)CCC2	2	2	2	-1	0	14	4	-8
13	CCCCCCn1c(=O)c(Cc2ccccc2)c(O)c2ccccc21	6	8	5	0	4	-101	-3	0
14	Cn1cccc1C(=O)OCC(=O)Nc1ccc2c(c1)OCCO2	3	17	4	8	-1	14	2	1
15	CCOc1ccc(C(=O)Nc2ccc(CN3CCOCC3)cc2)cc1Cl	-9	-7	-11	-3	-1	6	7	-8
16	Cc1ccc(/C=N/n2c(-c3ccccc3)n[nH]c2=S)cc1	9	16	18	0	0	22	-1	11
17	COc1cc2c(cc1OC)C(C)N(CC(=O)Nc1ccc(C)c(S(=O)(=O)N3CCOCC3)c1)CC2 (stereo not drawn)	4	13	-1	7	-8	-57	-2	-5
18	C=CCn1c(SCC(=O)N2CCOCC2)nc2sc3c(c2c1=O)CCCC3	3	-4	4	4	3	16	12	-3
19	COc1ccc(C2NC(=O)c3ccccc3O2)cc1OC (stereo not drawn)	-25	-24	-2	13	1	-8	-3	-5
20	C#CCOCCOCCOCCNc1nc(N2CCN(C(=O)[C@H](CC(N)=O)n3cc(C(N)[C@@H](C)CC)nn3)CC2)nc(N2CCN(C(=O)[C@H](CCC(=O)O)n3cc([C@@H](N)CCCCN)nn3)CC2)n1 (stereo partly drawn)	-29	4	1	3	0	14	2	-2
21	COc1ccc([C@H]2CC(=O)C=C(c3ccccc3)C2)cc1OC	17	-10	-10	12	2	14	8	-2
22	O=c1c2ccccc2nc(-c2ccco2)n1Cc1ccccc1	-16	77*	63*	69*	0	8	0	-3
23	Cc1ccc2c(c1)c1c(n2CC(O)Cn2c(C)nc3ccccc32)C(=O)CCC1 (stereo not drawn)	27	4	6	-1	1	-377	23	-10
24	Cc1c(CCC(=O)O)c(=O)oc2c(C)c3occ(-c4ccc(Cl)cc4)c3cc12	24	-26	3	4	-5	-232	-7	-5
25	O=C(Nn1cnnc1)C1Cc2ccccc2CN1S(=O)(=O)c1ccc(F)cc1 (stereo not drawn)	1	5	1	-1	2	10	2	-2
26	CC(C)CCOc1ccc(C(=O)NNC(=O)CNC(=O)c2ccccc2F)cc1	12	-15	-9	-6	0	13	-6	-2
27	CCn1ccc(C(=O)Nc2ncc(C)s2)n1	-2	9	-2	6	2	5	1	-9
28	Cc1ccc(C(O)P(=O)(OC2CCCCC2)OC2CCCCC2)cc1 (stereo not drawn)	9	0	3	4	4	14	4	-2
29	O=C(O)c1ccc(/C=N/Nc2ncc(Cl)cc2Cl)cc1	3	27	5	13	3	-26	-11	-7
30	Cc1nnc2n(-c3ccccc3)c(=O)c3c4c(sc3n12)CCCC4	-9	-4	-1	-3	3	17	7	-4
31	CCOC(=O)c1[nH]c2c(c1C)C(=O)CC(c1ccc(OC)c(OC)c1)C2 (stereo not drawn)	-1	5	-6	8	0	4	-3	0
32	CSc1cccc(NC(=S)NCCCO)c1	-6	-8	-1	7	-6	-2	3	-1

Shown field by field: part of the list above.
32) CSc1cccc(NC(=S)NCCCO)c1
  Apaf1 inhib = -6; SENP6 block = -8; SENP8 block-1 = -1; SENP7 inh = 7; SENP1 FRET inh = -6; SENP8 block-2 = -2; UBC13 inh = 3; A3G deaminase = -1
30) Cc1nnc2n(-c3ccccc3)c(=O)c3c4c(sc3n12)CCCC4
  Apaf1 inhib = -9; SENP6 block = -4; SENP8 block-1 = -1; SENP7 inh = -3; SENP1 FRET inh = 3; SENP8 block-2 = 17; UBC13 inh = 7; A3G deaminase = -4
25) O=C(Nn1cnnc1)C1Cc2ccccc2CN1S(=O)(=O)c1ccc(F)cc1 (stereo not drawn)
  Apaf1 inhib = 1; SENP6 block = 5; SENP8 block-1 = 1; SENP7 inh = -1; SENP1 FRET inh = 2; SENP8 block-2 = 10; UBC13 inh = 2; A3G deaminase = -2
26) CC(C)CCOc1ccc(C(=O)NNC(=O)CNC(=O)c2ccccc2F)cc1
  Apaf1 inhib = 12; SENP6 block = -15; SENP8 block-1 = -9; SENP7 inh = -6; SENP1 FRET inh = 0; SENP8 block-2 = 13; UBC13 inh = -6; A3G deaminase = -2

The list goes on:
entry	mol	Apaf1 inhib	SENP6 block	SENP8 block-1	SENP7 inh	SENP1 FRET inh	SENP8 block-2	UBC13 inh	A3G deaminase
33	COc1ccccc1/C=C1\SC(=S)N(CCC(=O)Nc2cc(C)on2)C1=O	10	-6	2	-7	-2	15	-7	-10
34	COc1cccc(-n2nnnc2SCC(=O)NC2CCCC2)c1	2	-7	-3	5	2	12	-2	-2
35	CC(=O)c1cccc(NS(C)(=O)=O)c1	6	-14	-5	1	2	25	-1	0
36	O=C1NC(c2ccncc2)Nc2sc3c(c21)CCCC3 (stereo not drawn)	-10	22	9	2	-14	-250	4	-2
37	CC(=O)NCCC(Cc1ccccc1)c1ccco1 (stereo not drawn)	2	13	-3	0	-7	12	-1	-6
38	COC(=O)C1CCN(c2cc(=O)n(C3CCCCC3)c(=O)[nH]2)CC1	5	-5	-1	-8	-2	22	-8	0
39	COC(=O)[C@@H]1C[C@H]2CC[C@H](O)C[C@H]2N1Cc1ccc(-c2ccccc2)cc1	16	-25	-8	8	-14	-9	12	11
40	c1ccc2sc(SN3CCOCC3)nc2c1	-3	-23	-12	-3	0	13	-2	27
41	Cc1ccccc1Nc1nnc(SCC2CCCCO2)s1 (stereo not drawn)	6	90*	77*	87*	1	8	4	-3
42	Cc1cc(NC(=O)CCS(=O)(=O)c2ccc3c(c2)NC(=O)C(C)S3)ccc1Br (stereo not drawn)	17	11	0	6	1	1	12	-4
43	Cc1ccc2c(COC(=O)CNS(=O)(=O)c3ccccc3)cc(=O)oc2c1	9	-13	-13	-9	-3	-17	-17	-5
44	CCC(C)(C)n1nnnc1C(c1cc2cc(OC)c(OC)cc2[nH]c1=O)N1CCc2ccccc21 (stereo not drawn)	21	-11	-7	-7	-10	-358	10	1
45	O=C(NCCC1=CCCCC1)C1CCC(=O)N(Cc2ccc(Cl)cc2)C1 (stereo not drawn)	2	24	-1	-2	0	3	0	-8
46	O=C1Nc2ccccc2Nc2ccc([N+](=O)[O-])cc21	43*	-2	-9	0	15	24	-66	-5
47	O=C(CS(=O)(=O)Cc1ccccc1)Nc1cccnc1	4	-2	1	6	-3	13	-5	0
48	COc1ccc(Cl)cc1NC(=O)C1CCCN(c2cc(C)nc3ncnn23)C1 (stereo not drawn)	11	-1	3	-1	0	12	-2	3
49	CCOC(=O)c1cc2c(C)nn(-c3ccccc3)c2s1	14	-11	-10	-3	3	-28	0	1
50	NC(=O)CNC(=O)[C@@H]1CC2(CC(c3ccc(Cl)cc3)=NO2)CN1C(=O)c1ccccc1 (stereo partly drawn)	-1	-6	1	-8	1	-6	-4	-10
51	CCCCCn1c(SCc2cccc(C)c2)nc2c1c(=O)[nH]c(=O)n2C	36	-18	-5	-13	2	18	12	-11
52	COc1ccc(CNC(=O)c2cccs2)cc1	-23	11	-3	1	2	11	8	-5
53	Cc1ccc(N2CC(C(=O)Nc3ccc(S(=O)(=O)Nc4ncccn4)cc3)CC2=O)cc1C (stereo not drawn)	-7	-18	-2	-3	2	20	1	-5
54	Cc1ccnc(NS(=O)(=O)c2ccc(NC(=O)C34CC5CC(CC(C5)C3)C4)cc2)n1	6	1	4	-3	-1	22	-7	-4
55	CN(C)S(=O)(=O)c1ccc(Cl)c(C(=O)Nc2cccc3ncccc23)c1	-3	-1	8	6	-1	2	9	-3
56	O=C(c1cn(-c2ccccc2)nc1-c1ccc(F)cc1)N1CCCCC1	14	-26	-3	1	1	4	-6	-7
57	CCN(CC)CCOc1ccc(/C(=C(\Cl)c2ccccc2)c2ccccc2)cc1	66*	-2	-10	-6	-1	1	74*	-10
58	COc1ccccc1NC(=O)CC(NCCN(C)C)C(=O)O (stereo not drawn)	1	4	-20	-9	-1	8	-12	-3
59	CC(C)C(=O)Nc1ccc2c(c1)nc(CCN1CCN(c3ccccc3)CC1)n2C	0	-8	4	-4	1	11	0	-3
60	CC1=NOC(=O)/C1=C\c1ccc(-c2ccc(Cl)cc2Cl)o1	15	8	2	-3	-34	-58	-2	9
61	O=C(NC1CCCC1)c1cc(-c2ccc(F)cc2)on1	5	-8	0	-2	-2	0	-4	-14
62	CCn1c(SCC(=O)Nc2nc(C)c(C)s2)nnc1-c1cccnc1	0	-2	-24	4	2	12	1	1
63	c1ccc(-n2nnnc2-c2cnc(-c3ccncc3)nc2-c2cccs2)cc1	20	0	5	11	-1	-5	1	1
64	CN1C(=O)c2cccc3c(S(=O)(=O)N4CCCC4C(=O)O)ccc1c23 (stereo not drawn)	0	12	2	2	-33	-280	9	-9
65	CC1CCN(S(=O)(=O)c2ccc3ncn(CC(=O)N4CCN(C)CC4)c(=O)c3c2)CC1	-7	19	3	4	2	9	6	-6
66	CN(CC(=O)Nc1ccccc1C(F)(F)F)C(=O)c1cc(-c2cccs2)nn1-c1ccccc1	12	-6	-3	-8	2	11	1	-8
67	CC(C)(C)c1ccc(/C=N/NC(=S)NC2CCCCC2)cc1	19	11	2	3	4	10	2	4
68	CCNC(=O)Nn1c(-c2ccccc2)nc2ccccc2c1=O	-23	-4	-15	13	-1	22	-7	-1
69	COc1ccccc1CNC(=O)CCC(=O)Nc1nnc(C)s1	-5	-9	0	2	2	21	0	-3
70	CC(=O)N/C(=C\c1ccc(C)o1)C(=O)NCc1ccccc1	-13	4	13	0	-8	-14	0	-6
71	O=C(O)c1ccc(Sc2ccccn2)c([N+](=O)[O-])c1	-8	-1	8	1	4	9	4	-6
72	CCOc1cc(CNCCO)ccc1OCC(=O)NC(C)(C)C	12	-4	-1	-2	0	9	4	0
73	Cc1csc(N(C)C(=O)CSc2nnc(COc3cccc4ccccc34)o2)n1	3	-8	-5	2	1	11	2	-6
74	Clc1nc2ccccc2cc1/C=N/Nc1nc2ccccc2[nH]1	9	0	-13	-7	-26	-15	-49	-7
75	COc1ccc(N2CCN(C(=O)c3cc(=O)c4cc(Cl)ccc4o3)CC2)cc1	6	-49	-9	-5	2	11	-4	-5
76	O=C(Nc1ccsc1C(=O)N1CCCCCC1)c1ccccc1	11	-2	7	6	0	0	-3	-2
